# Bioassay records (PubChem)
# CAL PDZ FP-1 – blocks peptide binding to the human CAL PDZ domain; purified CAL PDZ, TMR-peptide fluorescence polarization, 1 h; inhibition, % at 24.9 µM; actives 0.92% (n = 300,000); AID 602252;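 active means mean inhibition of at least 30% with at least half of replicates also reaching 30%; inconclusive means no clear call, values can overlap the other calls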;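 further: 0% = DMSO neutral control and 100% = excess unlabeled competitor peptide PRC23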
# PvdQ inh – blocks Pseudomonas aeruginosa PvdQ acylase activity | inhibition, % at 10 µM | purified PvdQ acylase, fluorescence plate reader | actives 0.063% (n = 340,000); in the data active means inhibition above about 30%, passing the limit was not always enough; inconclusive means no clear call, values can overlap the other calls;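 further: 0% = vehicle neutral wells and 100% = reference inhibitor wells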
# MITF act – MITF TRPM1 promoter activation in melanoma cells. SK-MEL-5 TRPM1-promoter luciferase, 24 h; % of positive control, neutral wells = 0. activation, % at 12.5 µM. actives 0.75% (n = 300,000). AID 588334;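 active means mean activation of at least 80% with every replicate also reaching 80%; inconclusive means mean reaches 80% but some replicate falls short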;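 further: 0% = neutral control wells and 100% = parthenolide positive control wells; values of inactives mirror those of a sister screen read the other way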
# SR-BI uptake up – SR-BI HDL lipid transfer activation; CHO ldlA[mSR-BI] cells, DiI-HDL uptake fluorescence, 3 h; 100 = double the neutral-control signal; activation, % at 12.5 µM; actives 0.096% (n = 320,000);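 active means mean replicate activation of at least 60% and every replicate at or above 60%; inconclusive means mean or all-replicate condition met, but not both; inactive means mean below 60% and not all replicates reaching 60%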;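 further: 0% = median plate neutral-control signal and 100% = twice that signal; values of inactives mirror those of a sister screen read the other way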
#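 System: CHO ldlA[mSR-BI] cells / Medium: HEPES-buffered (25 mM, pH 7.4) F12 plus 0.5% BSA / Probe or stimulus: labelled HDL, 10 µg/mL / Doses: single compound concentration, delivered by pin transfer / Schedule: 3 h, 37 °C / Measured by: DiI fluorescence, bottom read / Measure: cell-associated DiI fluorescence as measure of HDL uptake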
# SR-BI DiI inh – mouse SR-BI HDL lipid transfer inhibition; actives 0.96% (n = 320,000); ldlA[mSR-BI] CHO cells, DiI-HDL uptake fluorescence, 3 h; Q61009; inhibition, % at 12.5 µM; AID 488896;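 active means mean replicate inhibition of at least 70% and a set share of replicates each scoring 70 or more; inconclusive means meets just one of the two criteria; inactive means fails both criteria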;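 further: 0% = median of neutral control wells and 100% = median of positive control wells; values of inactives mirror those of a sister screen read the other way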
# Target sequence (Q61009 whole entry, looked up): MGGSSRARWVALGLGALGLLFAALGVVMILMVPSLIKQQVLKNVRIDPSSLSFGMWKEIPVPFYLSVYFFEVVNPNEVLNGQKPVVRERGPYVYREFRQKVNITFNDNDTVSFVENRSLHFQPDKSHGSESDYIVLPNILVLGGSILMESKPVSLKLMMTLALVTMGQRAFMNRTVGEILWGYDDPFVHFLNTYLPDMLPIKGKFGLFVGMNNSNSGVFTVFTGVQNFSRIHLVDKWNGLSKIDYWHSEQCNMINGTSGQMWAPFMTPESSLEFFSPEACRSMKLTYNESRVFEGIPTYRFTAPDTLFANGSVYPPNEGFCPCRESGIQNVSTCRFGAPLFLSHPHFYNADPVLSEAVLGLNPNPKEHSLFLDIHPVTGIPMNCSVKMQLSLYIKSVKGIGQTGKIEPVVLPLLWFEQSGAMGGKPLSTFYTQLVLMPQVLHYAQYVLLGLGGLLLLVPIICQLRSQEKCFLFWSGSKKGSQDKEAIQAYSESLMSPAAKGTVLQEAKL
# dFosB activator – enhances mouse delta FosB homodimer DNA binding | P13346 | purified delta FosB, TAMRA-CDK5 oligo fluorescence polarization; percent of positive-control signal above neutral wells | activation, % at 25 µM | actives 0.99% (n = 340,000);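 active means mean activation above about 17%, with every replicate also reaching it, limit read from the data, passing the limit was not always enough; inconclusive means only one of the two conditions met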;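 further: fluorescence polarization rise as delta FosB binds a TAMRA Cdk5 AP-1 oligo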
# Rtt109 Vps75 – blocks Candida albicans Rtt109/Vps75 acetyltransferase activity; purified Rtt109/Vps75, ThioGlo CoA-SH fluorescence, 4 h; inhibition, % at 34.9 µM; actives 0.16% (n = 330,000); AID 540336;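 active means inhibition of at least 50% in every replicate; inconclusive means best replicate reaches 50% inhibition but some replicates fall short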
# Target sequence (Q5AAJ8 whole entry, looked up): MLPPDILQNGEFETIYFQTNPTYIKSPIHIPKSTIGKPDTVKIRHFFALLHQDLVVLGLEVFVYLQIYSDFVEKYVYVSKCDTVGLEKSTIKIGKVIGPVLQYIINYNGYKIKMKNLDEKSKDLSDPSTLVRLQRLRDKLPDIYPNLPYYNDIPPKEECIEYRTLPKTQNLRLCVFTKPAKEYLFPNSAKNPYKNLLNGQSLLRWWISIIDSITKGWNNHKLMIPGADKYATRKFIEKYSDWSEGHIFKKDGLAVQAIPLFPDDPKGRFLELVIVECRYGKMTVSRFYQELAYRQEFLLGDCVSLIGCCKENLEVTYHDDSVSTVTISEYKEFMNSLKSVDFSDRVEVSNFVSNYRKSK
# NSD2 inh – blocks human histone methyltransferase NSD2 | O96028 | NSD2 peptide methylation, AlphaScreen, 120 min | inhibition, % at 12.5 µM | actives 0.54% (n = 310,000); in the data active means inhibition above about 50%
# CAL PDZ FP-2 – inhibitors of human CAL PDZ peptide binding. inhibition, % at 20 µM. Q9HD26. AID 504414. purified CAL PDZ, TMR-peptide fluorescence polarization, 1 h. actives 0.02% (n = 330,000);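 active means highest replicate inhibition of at least 40%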;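 further: plate controls were DMSO neutral control wells for no effect and unlabeled competitor peptide control wells for full effect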
#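 Assay system – tagged CAL PDZ protein CerCALP, purified · Timing – 1 h at RT · Compound – single point, 20 µM · Measured by – fluorescence polarization from S- and P-plane intensities, G-factor corrected · Evaluation – inhibition from polarization loss · Probe or stimulus – TMR reporter peptide T*-PRC34 · Buffer or medium – pH 7.4 phosphate-saline buffer, reducing agent, detergent, IgG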
# PfHsp90 yeast 2 – inhibits growth of yeast expressing Plasmodium falciparum Hsp90; inhibition, % at 9.4 µM; actives 0.32% (n = 310,000); S. cerevisiae expressing PfHsp90, BacTiter-Glo ATP, 48 h; yeast lacking PDR1 and PDR3 efflux regulators; AID 504621;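 active means every replicate shows inhibition above about 80%, whatever the replicate mean, limit read from the data; inconclusive means mean inhibition reaches the set limit but some replicate falls short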;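 further: 0% = DMSO neutral controls and 100% = 20 µM radicicol positive controls; yeast relying on Plasmodium falciparum Hsp90 in place of its own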
# Numbers without * were called inactive; ? = inconclusive; · = not tested or not shown; & = joins results of further samples.
SMILES,CAL PDZ FP-1,PvdQ inh,MITF act,SR-BI uptake up,SR-BI DiI inh,dFosB activator,Rtt109 Vps75,NSD2 inh,CAL PDZ FP-2,PfHsp90 yeast 2
COCCCNC(=O)c1cccc(NC(=O)c2ccccc2)c1,-3,3,-5,-38,38,-2,15,-2,-2.6,16
CC(=O)Nc1ccccc1-c1nc2ccc(C(=O)N3CCN(c4ccccc4)CC3)cc2[nH]c1=O,·,8,10,2,-2,-8,22,·,-0.9,-12
CCn1nc(C(=O)NCc2nnc3ccccn23)c2ccccc2c1=O,-15,-11,-4,8,-8,-8,1,-2,-2.6,·
O=C(O)CC1(CC(=O)NCc2ccncc2)CCCCC1,·,-17,·,39,-39,3,-4,-2,-0.9,6
COc1ccccc1NC(=O)COc1ccc(C(=O)NC2CCCc3ccccc32)cc1OC (configuration not stated),2,-14,-13,-60,60,-9,-2,-1,0.6,-26
Cc1cc(OC(F)F)ccc1NC(=S)NCCc1ccccc1,-2,-13,14,-48,48,-6,-2,14,-2.2,0
COc1cccc(OC(=O)c2cc3ccccc3oc2=O)c1,1,-13,1,5,-5,-3,3,0,-0.8,0
Cc1ccc(NC(=O)C(OC(=O)c2ccc(C=O)cc2)c2ccccc2)cc1Cl (configuration not stated),-3,-11,13,-4,4,1,0,-2,-2.6,7
Cc1cc(C(=O)NNC(=O)C(CCC(N)=O)NS(=O)(=O)c2ccc(Cl)cc2)c(C)o1 (configuration not stated),1,1,9,3,-3,-5,-5,1,0.3,-14
O=S1(=O)N[C@@H](Cc2ccccc2)COc2cc(Br)ccc21,-3,-8,5,25,-25,-6,-2,·,0.0,11
COc1ccc(-c2cc(C(=O)Nc3ccccc3O)c3ccccc3n2)cc1,·,-1,·,-41,41,-7,7,-1,0.2,0
COc1ccccc1NC(=O)C1CCCN(S(=O)(=O)c2c(C)noc2C)C1 (configuration not stated),-2,-11,-5,-23,23,0,-16,3,-1.8,-8
NC(=O)c1ccc(NS(=O)(=O)c2ccc3ccccc3c2)cc1,-3,-21,·,13,-13,2,4,-2,0.1,-1
COc1nc(Nc2ccc(OC)c(Cl)c2)nc(OC)n1,-4,0,8,·,·,1,4,0,·,-36
CCOC(=O)c1cc(Sc2ccccc2N)cc(C(=O)OCC)n1,-2,-17,-9,0,0,-3,1,1,-0.9,-7

# Brought forward from above: two compounds; new compounds follow.
SMILES,CAL PDZ FP-1,PvdQ inh,MITF act,SR-BI uptake up,SR-BI DiI inh,dFosB activator,Rtt109 Vps75,NSD2 inh,CAL PDZ FP-2,PfHsp90 yeast 2
COc1nc(Nc2ccc(OC)c(Cl)c2)nc(OC)n1,-4,0,8,·,·,1,4,0,·,-36
CCOC(=O)c1cc(Sc2ccccc2N)cc(C(=O)OCC)n1,-2,-17,-9,0,0,-3,1,1,-0.9,-7
CN(CC(=O)Nc1ccc(F)cc1)C(=O)COc1ccc(C(=O)c2ccccc2)cc1,-1,-12,-17,-21,21,-6,1,3,-0.8,26
Cc1ccc(S(=O)(=O)c2c(N)n(NC(=O)c3ccco3)c3nc4ccccc4nc23)cc1,-4,-10,·,4,-4,-12,-16,0,-0.2,-9
O=[N+]([O-])c1ccc(Oc2ccc(S(=O)(=O)N3CCCCC3)cc2)cc1,0,-9,-3,-19,19,0,-2,1,-0.9,4
CC(=O)c1c(COC(=O)c2ccncc2)nc2ccccc2[n+]1[O-],2,-11,-10,·,·,-8,-4,9,-2.2,-5
Cc1cc(OCC(=O)N2CCN(c3ccc(F)cc3)CC2)c2c(C)cc(=O)oc2c1,·,-8,-10,-5,5,5,5,1,0.0,-11
CCCCCC(=O)Nc1cc(N(C)C)nc2ccccc12,-3,-10,5,7,-7,-7,-11,-3,-0.2,16
CCN1CCN(C(=O)c2ccc(Cn3c(=O)[nH]c4cc(OC)c(OC)cc4c3=O)cc2)CC1,-17,-5,-1,8,-8,?,-5,19,-2.0,-9
O=C(C1CCCC1)N1CCN(S(=O)(=O)c2ccc(F)c(F)c2F)CC1,0,4,-12,10,-10,-3,-9,·,-0.5,4
Cc1ccc(S(=O)(=O)c2ccc(NN)cc2)cc1,-2,-14,-3,2,-2,-5,4,4,-1.7,·
CCN1CCCC1CNC(=O)c1[nH]c2ccc(OC)cc2c1C (configuration not stated),8,-16,24,-6,6,4,6,32,-1.7,7
COc1ccc(Cl)cc1CC=NNC(=O)c1cccc(C)c1O,-12,-3,-11,-21,21,2,-5,-2,-0.9,0
Cc1ccc(Sc2c(CO)c(-c3ccccc3)nn2C)cc1,-1,11,-6,1,-1,-6,0,-6,·,1
COc1ccc(/C(C)=N/NC(=O)CCC(=O)Nc2ccc(Cl)cc2Cl)c(OC)c1,-1,-14,-1,-46,46,-9,1,0,0.0,32
Cn1ncc(Br)c1C(=O)Nc1ccc(F)cc1F,-9,-8,-11,-9,9,3,-1,-1,-0.5,-159
CC(C)NC(=O)c1ccc2c(=O)n(CC3CCCO3)c(=S)[nH]c2c1 (configuration not stated),0,-2,-4,-7,7,0,-8,-4,-0.2,·
C/C(=N\NC(=O)c1nnn(-c2nonc2N)c1CSc1ccccc1)c1cccnc1,-1,-4,8,0,0,-2,8,2,-2.3,-2
CCn1c(C)c(C(C)=O)c(SC)nc1=S,-3,-10,-3,17,-17,1,-2,0,-0.8,4
O=C(O)c1cc(-c2cccs2)nn1-c1ccc(F)cc1,-3,-12,3,12,-12,7,-1,-1,-0.4,-11
CC#CCN1C=C(C(=O)OCC)C(C)N(Cc2ccc(Br)cc2)S1(=O)=O (configuration not stated),6,-2,2,34,-34,-6,-1,·,1.2,-7
CCC(=O)OCCNc1nc(-c2ccccc2)nc2ccccc12,·,-3,-2,8,-8,-15,3,-3,-1.8,15
CCCOc1ccc(/C(O)=C2/C(=O)C(=O)N(c3cc(C)on3)C2c2ccc(C(=O)OC)cc2)cc1 (configuration not stated),-5,-13,0,2,-2,-9,6,1,-2.6,-8
CCOc1ccc(S(=O)(=O)NC(Cc2c[nH]c3ccccc23)C(=O)O)cc1 (configuration not stated),-1,-5,-18,1,-1,6,-5,1,1.1,-17
COc1ccc(NC(=O)CCSc2ccc3ccccc3n2)cc1,-1,-3,-2,14,-14,4,-1,0,-0.7,-10
CN(C(=O)C1CCCN(S(=O)(=O)c2cccc([N+](=O)[O-])c2)C1)C1CCS(=O)(=O)C1 (configuration not stated),-3,-6,4,9,-9,1,2,2,-0.3,5
C/C(=N\NS(=O)(=O)c1ccc(C)cc1)c1ccc(C)s1,-4,-15,·,1,-1,3,·,-5,-2.5,·
CC(=O)c1ccc(NC(=O)C(C)OC(=O)/C=C/c2ccco2)cc1 (configuration not stated),-5,-5,-9,-13,13,-3,2,7,0.5,7
CC(=O)c1c(N2CCCC2)nc(=S)n(-c2ccccc2)c1C,-5,-3,3,20,-20,-9,-3,2,-2.2,-10
COc1ccc(S(=O)(=O)N2CCN(C3CCCCCCC3)CC2)cc1,-6&-5,-15&-10,16&5,24&16,-24&-16,-1&-5,6&2,3&5,0.5&0.8,10&17
c1cncc(CNc2nc(-c3cccnc3)nc3ccccc23)c1,-3,7,12,-11,11,-36,-7,-3,-5.9,-6
O=C(Nc1nccs1)C1CC(=O)N(CCc2ccccc2)C1 (configuration not stated),-3,-7,0,6,-6,7,-11,-2,0.1,-2
COc1ccc(-c2cc(C(F)(F)F)n3nc(C(=O)N4CCCCC4)cc3n2)cc1OC,-1,-5,4,-32,32,-16,-32,-5,-1.0,5
O=C(O)/C(=C\c1ccc(Cl)cc1)c1ccc(F)cc1,-2,0,-7,12,-12,-2,-10,0,-1.7,15
CCN(CC)c1ccc(C=C(c2nnnn2-c2ccc(C)cc2)c2nnnn2-c2ccc(C)cc2)cc1,-2,-9,9,-8,8,-1,·,-1,-1.1,6
Cc1ccccc1NC(=O)CN1C(=O)N/C(=C\c2ccccc2OCc2ccc(C(=O)O)cc2)C1=O,·,2,6,·,·,-14,5,0,-1.7,-26
O=C(COC(=O)c1cccc(S(=O)(=O)N2CCOCC2)c1)Nc1ccc(Cl)cn1,29,-15,-9,-9,9,-5,8,-2,-0.1,1
COc1ccc(S(=O)(=O)N(Cc2cc3ccc(OC)cc3[nH]c2=O)CC2COCCO2)cc1 (configuration not stated),0,-16,-9,14,-14,-1,-8,1,-0.2,·
CCOC(=O)OC(C)OC(=O)[C@@H]1N2C(=O)[C@@H](NC(=O)[C@H](N)c3ccccc3)[C@H]2SC1(C)C (some centres not stated),-2,-8,3,-16,16,-5,11,·,0.0,-14
COCCn1c(SCC(=O)Nc2cc(C)cc(C)c2)nc2ccccc2c1=O,-6,7,·,-23,23,-13,6,-1,-1.0,-13
Cc1cccn2c(=O)c3cc(C#N)c(=NC(=O)c4ccccc4)n(Cc4ccco4)c3nc12,-4&-2,-14&-4,11&7,-31,31,-28&-28,5&-87,-1,-2.8&-5.2,-5&-1
COc1cccc(N2[C@@H](CC(C)=O)c3ccccc3S2(=O)=O)c1,0,-3,11,17,-17,-2,-1,·,-0.1,·
CC(NC(=O)C(=O)N1CCCCC1)C(c1cccs1)N1CCN(Cc2ccccc2)CC1 (configuration not stated),·,2,2,0,0,-1,-1,-2,-0.8,9
COc1ccc(-c2nnc3ccc(SCC(=O)N4CCCCCC4)nn23)cc1OC,·,2,-1,9,-9,0,11,·,-0.8,-9
O=c1cc(CN2CCN(S(=O)(=O)/C=C/c3ccccc3)CC2)c2ccc(O)cc2o1,-4,13,-8,15,-15,-10,-52,-5,-1.0,-4
CC1=NN(C(=O)c2ccc(C)cc2)C(O)(C(F)(F)OC(F)(F)F)C1 (configuration not stated),0,-11,·,-89,89*,0,0,2,-0.2,·
O=C(Nc1ccc(Br)cc1)c1cccc(S(=O)(=O)Nc2cnc3ccccc3c2)c1,·,3,-12,-2,2,-11,21,·,-1.2,-13
Nc1c(S(=O)(=O)c2ccccc2)c2nc3ccccc3nc2n1/N=C/c1ccco1,0,-18,3,-3,3,-18,6,1,-2.1,-8
O=C(NNC(=O)c1ccccc1C(=O)O)c1ccc(S(=O)(=O)N2CCCCC2)cc1,-5,21,6,·,·,-7,-2,·,-2.2,12
CCOC(=O)N(Cc1ccccc1)C1CC1,-4,-12,0,-2,2,-2,?,-3,·,-9
O=C(COC(=O)CCNS(=O)(=O)c1cccs1)Nc1ccccc1,-5,-9,6,32,-32,-4,-2,0,-0.7,5

# This is a random part of the collection. Share with any hit: about 4.3%.
